Source: PubChem BioAssay (several laboratories)
INS promoter inh = TRM-6 insulin promoter activity inhibition; TRM-6 cells (human fetal islet line), insulin promoter-eGFP reporter, imaging; reporter expression induced with tamoxifen; AID 1273; 130,000 compounds, 0.9% hits; inhibition, % at 2 µM;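 active means inhibition above the mean plus 3 SD, with well images judged a real hit on visual review, cut at about 60% in these data, passing the limit was not always enough; inconclusive means inhibition over the cutoff but images rejected on review; inactive means inhibition not above the cutoff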
SDO1 yeast rescue = restores growth of sdo1-depleted yeast | S. cerevisiae sdo1-depleted JHY4D growth rescue, OD600 30 h; hits give high values; pdr5 snq2 efflux-pump mutant strain | z-score at 10 µM | AID 817 | 140,000 compounds, 0.21% hits;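 active means z-score above 3 at both the 24 hr and the 30 hr optical density reads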;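 further: z-score against mean and SD of all compound wells on the same plate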
SDO1 yeast rescue Rescue 24 h = also measured in SDO1 yeast rescue; calls as there; z-score; S. cerevisiae sdo1-depleted JHY4D growth rescue, OD600; measured here: growth rescue at 24 h;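 0 is the plate mean of compound wells and units are plate SD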
Active calls of the source: *; u = inconclusive; x = no result given.

#	molecule	INS promoter inh	SDO1 yeast rescue	SDO1 yeast rescue Rescue 24 h
1	COc1ccc(C(=O)C2CCN(C(=O)c3ccc(C)cc3)CC2)cc1	51	-0.03	-0.93
2	CN1CCN(Cc2nc(N)nc(Nc3ccc4c(c3)OCCO4)n2)CC1	x	-0.55	-1.3
3	C=CCn1c(=O)/c(=C2/SC(C)=C(C)N2CC)s/c1=C1/C(=O)N(C)C(=S)N1c1ccccc1	60	x	x
4	O=c1oc2ccccc2c(Nc2ccccc2)c1[N+](=O)[O-]	-39	0.82	1.5
5	Clc1cccc(Cc2ccc(Cl)nn2)c1	-46	x	x
6	COc1ccc(S(=O)CC(=O)Nc2ccccc2Cl)cc1 (stereo not given)	28	x	x
7	Nc1cccc2c1C(=O)N(C(=O)/C=C/c1cccc(F)c1)C2=O	-173	x	x
8	CCOc1ccccc1OCCOc1cccc(C(F)(F)F)c1	x	0.45	0.32
9	CSc1nc(C)c(CCOC(=O)c2cccc(C)c2)c(=O)[nH]1	44	-0.67	-0.82
10	CCOC(=O)C1=C(Cn2ccc(C(F)(F)F)n2)NC(=O)NC1c1ccc2c(c1)OCO2 (stereo not given)	-167	0.65	0.31
11	O=C(CCNC(=O)c1ccccc1Cl)Nc1ccc(Br)c(C(F)(F)F)c1	46	-0.74	-0.24
12	CCOC(=O)CNC(=O)/C=C/c1c(Cl)cccc1Cl	-33	-0.54	-0.72

Entries shown so far that have an aryl methoxy group, in the order listed:
#	molecule	INS promoter inh	SDO1 yeast rescue	SDO1 yeast rescue Rescue 24 h
1	COc1ccc(C(=O)C2CCN(C(=O)c3ccc(C)cc3)CC2)cc1	51	-0.03	-0.93
6	COc1ccc(S(=O)CC(=O)Nc2ccccc2Cl)cc1 (stereo not given)	28	x	x

Next results:
#	molecule	INS promoter inh	SDO1 yeast rescue	SDO1 yeast rescue Rescue 24 h
13	Cc1[nH]n(-c2ccccc2)c(=O)c1/C=N/c1ccccn1	36	0.48	0.31
14	COc1ccccc1C(=O)NCCn1cc(SCC(=O)Nc2cc(C)on2)c2ccccc21	-75	-0.71	-0.35
15	COc1cc(CN2CCC(C(=O)N3CCCC(C)C3)CC2)cc(Br)c1O (stereo not given)	-50	0.6	0.77
16	COc1ccc(C(=O)NCc2cn3ccccc3n2)cc1	-150	1	0.17
17	Cn1c(=O)c2c(nc(CN3CCc4ccccc4C3)n2CCCO)n(C)c1=O	60	x	x
18	O=C1OC(/C=C/c2ccccc2)=NC/1=C/C=C/c1ccccc1	25	-0.05	0.12
19	O=C(c1ccccc1)C(Sc1ncn[nH]1)c1ccccc1 (stereo not given)	15	-0.15	-0.02
20	O=C(COC(=O)c1cc(S(=O)(=O)NCc2ccccc2)ccc1O)NCc1ccccc1	22	0.15	0.59
21	CCOc1ccc(NC(=S)NC(=O)c2c(Br)cnn2C)c([N+](=O)[O-])c1	36	-0.35	0.39
22	COc1ccc(OCC(=O)Nc2cccc(-c3nc4ccccc4[nH]3)c2)cc1	x	-1.2	-1.8
23	O=C(CC1S/C(=N/N=C/c2c[nH]c3ccccc23)NC1=O)Nc1ccccc1 (stereo not given)	45	3.9*	3.4*
24	CN(C)/N=C/c1ccc([N+](=O)[O-])cc1[N+](=O)[O-]	7	x	x
25	CC1(C)OC(=O)C(=Cc2ccc(-c3ccc(S(N)(=O)=O)cc3)o2)C(=O)O1	-6	x	x
26	CN(c1ccccc1C(=O)Nc1ccc(S(=O)(=O)N2CCOCC2)cc1)S(C)(=O)=O	-2	0.95	0.4
27	CC(C)c1ccc(NC(=O)COc2nncc3ccccc23)cc1	x	-0.88	-1.4
28	CCn1c(=O)n(CC)c2cc(S(=O)(=O)N3CCC(c4ccccc4)CC3)ccc21	26	-1.1	-0.68
29	N=c1c(C(=O)NCc2ccco2)cc2c(=O)n3ccccc3nc2n1CCc1ccccc1	21	1.2	1.8
30	O=C(Nc1cc(S(=O)(=O)Nc2ccc(Cl)cc2)ccc1N1CCCCC1)c1ccc(F)cc1Cl	-33	-1	-0.09
31	CCOC(=O)N1CCN(Cc2nc(-c3ccc(Cl)cc3)no2)CC1	-31	0.53	0.7
32	COc1ccc(C(C(=O)NC2CCCCC2)N(C(=O)c2cccs2)c2ccc3c(c2)OCO3)cc1 (stereo not given)	23	-0.05	1.4
33	COc1ccccc1CNC(=O)Cc1ccc(C)cc1	0	x	x
34	CN(C(=O)CSc1nnc(-c2cccs2)o1)C1CCS(=O)(=O)C1 (stereo not given)	-33	x	x
35	COc1ccc(C(=O)NNC(=S)NC(=O)c2ccco2)cc1	-50	-0.16	-0.1
36	Cc1ccc(-c2c(C)n([O-])c3c([n+]2=O)CCCC3)o1	13	0.89	0.27
37	Cc1cc(NC(=O)c2cc(C(C)C)on2)nn1Cc1ccc(Cl)cc1	x	-1.1	-0.9
38	CSCCC1NC2(C(=O)Nc3c(Cl)cccc32)[C@@H]2C(=O)N(C3CCCC3)C(=O)[C@H]12 (stereo not given in full)	-7	0.19	0.06
39	O=C(Nc1ccccc1N1CCN(c2ccccc2)CC1)C12CC3CC(CC(C3)C1)C2	12	0.05	0.91
40	O=S(=O)(c1ccc(OCC(O)CN2CCN(c3ccccc3)CC2)cc1)N1CCOCC1 (stereo not given)	-111	0.31	0.02
41	CCOC(=O)N1CCC(NC(=O)c2cc(S(=O)(=O)N3CCOCC3)ccc2F)CC1	-15	0.87	0.71
42	O=C(Nc1ccccc1)NC1(C(=O)NCc2cccs2)CCCCC1	-21	0.16	0.12
43	Cc1[nH]c(=O)[nH]c(=O)c1S(=O)(=O)N1CCCC(C(=O)N2CCC(Cc3ccccc3)CC2)C1 (stereo not given)	-70	0.03	-1.1
44	CC(C)n1c(C(=O)OCC(=O)NCc2ccc3c(c2)OCO3)cc2occc21	x	-0.87	-0.37
45	CC(C)(C)c1cnnn1-c1ccc(NC(=O)c2ccc(Br)o2)cc1	50	-1.1	-0.44
46	CCCN1C(=O)c2ccccc2NC1c1ccc(OC)cc1O (stereo not given)	x	0.22	0.18
47	O=C(NC(=O)c1ccccc1F)Nc1nc(-c2cccs2)cc(C(F)(F)F)n1	17	-1.4	-2.1
48	COc1ccc(NC(=O)CN2CCC3(O)CCCCC3C2c2ccccc2OC)cc1 (stereo not given)	-38	0.23	0.82
49	O=c1c(-c2ccnn2-c2cccc(Cl)c2)cnc2n1CCS2	6	0.4	0.05
50	Cc1nn(C(C)C(=O)NNC(=S)Nc2ccc(Cl)cc2)c(C)c1[N+](=O)[O-] (stereo not given)	-13	0.26	-0.5
51	O=S(=O)(c1ccccc1)c1ncc(C(F)(F)F)cc1Cl	50	x	x
52	CCOC(=O)C1CCCN(C(=O)c2ccc3c(=O)n(CCOC)c(=S)[nH]c3c2)C1 (stereo not given)	-24	-0.48	-0.81
53	Cc1nc(SCC(=O)c2ccc(Cl)cc2)c([N+](=O)[O-])[nH]1	x	-0.23	-1.6
54	CC(=O)c1ccc(N(C)C)c2c(N(C)C)cccc12	46	0.73	0.35
55	Cc1nc(SC(C(=O)c2ccccc2)c2ccccc2)n[nH]1 (stereo not given)	18	0.86	0.42
56	Cc1ccsc1C(=O)NNC(=O)C1C2C=CC(C2)C1C(=O)O (stereo not given)	x	-0.3	-0.91
57	CCOC(=O)C1CCN(C(=O)CCn2c(=O)[nH]c3ccccc3c2=O)CC1	x	1.1	0.39
58	OCCNc1nc(-c2ccccc2)nc2ccccc12	57	x	x
59	Cc1ccc(C(=O)CSc2ncnc3ccccc23)o1	0	x	x
60	CCc1nn(-c2cc(Oc3cccc4ccccc34)nc(-c3ccccc3)n2)c(N)c1C#N	27	-1.6	-0.45
61	Cc1cccc(C)c1NC(=O)C1(N2CCN(C(=O)c3ccco3)CC2)CCCCC1	-179	-0.02	-0.04
62	CCOP(=O)(O)c1ccccc1OCCOCCOc1ccccc1P(=O)(O)OCC	-23	0.29	-0.02
63	CCOC(=O)c1c(NC(=O)CC2Nc3cc(C)c(C)cc3NC2=O)sc(C)c1C (stereo not given)	27	-0.24	-0.73
64	CCC(C)NCCCOc1ccc([N+](=O)[O-])cc1 (stereo not given)	17	-0.4	-1.4
65	COc1ccc(N2CCN(CC(=O)Nc3nnc(-c4ccccc4)s3)CC2)cc1	x	-1.6	-1.4
66	O=C(c1cccs1)N1CCN(C2CCCCC2)CC1	-22	0.07	-0.43
67	COc1cccc(C(=O)OCCN2C(=O)c3ccccc3C2=O)c1OC	x	-0.04	0.25
68	COC(=O)c1c(NC(C)=O)sc2c1CCCC2	-3	-0.39	-0.48
69	O=C(OCC(=O)c1c[nH]c2ccccc12)c1cc2ccccc2cc1O	0	1.3	1.4
70	Cc1ccc(NC(=O)c2ccc(S(=O)(=O)N3CCC(C)CC3)cc2)cc1	11	-1.1	-0.28
71	Cc1ccc(NS(=O)(=O)c2ccc(C(=O)NCC3CCCO3)cc2)cc1 (stereo not given)	11	x	x
72	COc1cc(C2NC(=S)NC(C)=C2C(=O)OC(C)C)ccc1OC(C)C (stereo not given)	-435	0.23	0.13

New compounds follow:
#	molecule	INS promoter inh	SDO1 yeast rescue	SDO1 yeast rescue Rescue 24 h
73	CC(=O)Nc1ccc(NC(=O)CSc2nnc(C3CC3)n2C)cc1	-39	0.29	-0.44
74	CCCS(=O)(=O)N1CCCC(C(=O)N2CCN(c3ccccc3)CC2)C1 (stereo not given)	x	1.9	2.6
75	Cn1c(SCC(=O)O)nnc1C1CCCCC1	83*	0.49	0.09
76	COc1ccc(-c2cn[nH]c2N)cc1OC	67	0.01	-0.13
77	COC(=O)c1cc2oc(C)cc2n1CC(=O)Nc1ccc(OC)c(OC)c1OC	18	-0.23	-0.8
78	Cc1ccc(-n2nc3ccc(N)cc3n2)cc1	-19	-0.36	-0.15
79	O=C(CN1C(=O)CCC1=O)Nc1nc(-c2nc3ccccc3s2)cs1	x	0.5	0.34
80	CCC(=O)OCC(=O)c1c(N)n(Cc2ccccc2)c(=O)n(C)c1=O	-36	0.1	-0.61
81	Clc1ccc2c(N3CCCC3)ccnc2c1	3	0.32	0.26
82	CCCCCC(=O)Nc1nc(C)c(-c2csc(Nc3cc(OC)ccc3OC)n2)s1	7	-0.36	-0.07
83	O=C(CSc1nnc(-c2ccc(F)cc2)n1-c1ccccc1)NCCN1C(=O)CSC1=O	-15	0.2	-0.68
84	CCn1nc(C)c(CN2CCCC(C(=O)c3cccc(OC(C)C)c3)C2)c1C (stereo not given)	9	x	x
85	Cc1ccc(CCn2c3c(c4ccccc42)CN(C)CC3)cn1	x	-0.17	-0.65
86	O=C(Nc1nccs1)c1cc(-c2ccccc2)nn1-c1ccccc1	22	0.17	0.36
87	CCOC(=O)CNC(c1ccccc1)c1cc(Br)ccc1NC(=O)OCC (stereo not given)	-52	-1.5	-1.1
88	CCOc1ccc2nc(C)cc(Nc3ccc(N4CCOCC4)cc3)c2c1	22	0.87	0.67
89	O=C1CCN(C(=O)Nc2cccc(Cl)c2)N1	-21	-0.11	-1.4
90	Cc1ccc(NC(=O)c2ccc(N3C(=O)C4CC=C(Cl)CC4C3=O)cc2)cc1 (stereo not given)	x	1.1	1.6
91	Cc1nnc(SCCc2ccccc2)[nH]c1=O	-18	0.85	1
92	CCOc1ccc(NC(=O)COC(=O)C23CC4CC(CC(C4)C2)C3)c([N+](=O)[O-])c1	12	0.07	0.6
93	CCN(CC)C(=S)SCC(=O)Nc1ccc(F)cc1	-62	-0.49	-0.51
94	O=C(Nc1ccc2nc(-c3ccccc3)[nH]c2c1)c1cccs1	77*	0.82	0.27
95	O=C(OCC(=O)N1CCc2ccccc21)c1ccccc1	-3	-0.52	-0.26
96	CN(C)c1cccc(C(=O)n2cc(C(=O)c3cc(F)ccc3O)cn2)c1	x	-0.93	-1

In the list so far, these contain two or more sulfur atoms:
#	molecule	INS promoter inh	SDO1 yeast rescue	SDO1 yeast rescue Rescue 24 h
3	C=CCn1c(=O)/c(=C2/SC(C)=C(C)N2CC)s/c1=C1/C(=O)N(C)C(=S)N1c1ccccc1	60	x	x
26	CN(c1ccccc1C(=O)Nc1ccc(S(=O)(=O)N2CCOCC2)cc1)S(C)(=O)=O	-2	0.95	0.4
34	CN(C(=O)CSc1nnc(-c2cccs2)o1)C1CCS(=O)(=O)C1 (stereo not given)	-33	x	x
79	O=C(CN1C(=O)CCC1=O)Nc1nc(-c2nc3ccccc3s2)cs1	x	0.5	0.34
82	CCCCCC(=O)Nc1nc(C)c(-c2csc(Nc3cc(OC)ccc3OC)n2)s1	7	-0.36	-0.07
83	O=C(CSc1nnc(-c2ccc(F)cc2)n1-c1ccccc1)NCCN1C(=O)CSC1=O	-15	0.2	-0.68
93	CCN(CC)C(=S)SCC(=O)Nc1ccc(F)cc1	-62	-0.49	-0.51

The listing continues:
#	molecule	INS promoter inh	SDO1 yeast rescue	SDO1 yeast rescue Rescue 24 h
97	CCOC(=O)c1sc(C)c2c(=O)n(CCc3ccccc3)nnc12	x	-0.69	-0.83
98	O=c1oc2cc(O)ccc2c2oc3cc(O)ccc3c12	27	-0.62	0.98
99	O=[N+]([O-])c1ccc(N2CCC(=NOCc3ccc(Cl)cc3)CC2)cc1	x	-0.35	0.13
100	COc1cc2nc(=S)n3[nH]c(COc4ccccc4C)nc3c2cc1OC	x	0.97	0.91
101	CCOc1ccc(Cn2nnc(C(=O)Nc3cc(C)cc(C)c3)c2N)cc1	x	-1.4	-0.72
102	CCOC(=O)CCc1c(C)nc2cc(-c3ccccc3OC)[nH]n2c1=O	u	0.62	2.2
103	OCCCc1nc2ccccc2n1CCOc1ccccc1	x	1.2	1.2
104	O=C1C2CCCN2C(c2ccc(F)cc2)N1c1ccc(Cl)cc1 (stereo not given)	x	-0.19	-0.61
105	O=C(Nc1ccc2nsnc2c1)N1CCCCC1	3	0.13	-0.29
106	Cc1ccc(NC(=O)Cn2cc(S(=O)(=O)c3ccccc3)c(=O)c3cc(F)ccc32)cc1	5	-1.5	-0.73
